Compound activity: PubChem, several laboratories
Ins promoter up: MIN6 insulin promoter up-regulation | MIN6 insulin promoter-GFP reporter, high-content imaging; hits give high values | z-score at 5 µM | 190,000 compounds, 0.3% hits;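 active = z-score above 3 at 5 µM with at least 500 cells counted in the well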
b-catenin transl: modulators of beta-catenin nuclear translocation | HeLa beta-catenin nuclear translocation, immunofluorescence imaging | nuclear translocation activity, % at 5 µM | 190,000 compounds, 0.3% hits | AID 1665;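 active = nuclear translocation activity above 50% at 5 µM, with a well cell count of 50 or more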;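 note: per-cell ratio of nuclear to cytoplasmic median beta-catenin stain intensity; plate controls were DMSO negative control for no effect and GSK-3 inhibitor IX positive control for full effect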
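System: HeLa cells, endogenous beta-catenin; compound dosing: 5 µM primary single dose, 0.1% DMSO, 0.02–20 µM confirmation series; incubation: 24 h compound exposure at 37°C, 5% CO2; signal: beta-catenin immunofluorescence imaging with DAPI; evaluation: % activation, nuclear-to-cytoplasmic median beta-catenin signal ratio per cell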
PMI inhibitors: inhibitors of human PMI, primary screen, biochemical, fluorescence intensity, coupled assay (AID 1209). inhibition, % at 20 µM; hits with a dose series show IC50 in µM. purified PMI enzyme, coupled fluorescence intensity; higher % means a stronger effect. 190,000 compounds, 0.42% hits; in the data active = inhibition above about 50%;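 note: plate controls were DMSO vehicle for no effect and wells lacking substrate for full effect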
Dynein transport: dynein cargo transport inhibition; 3617.4 mouse cells, GR-EGFP nuclear translocation imaging; test concentration mostly 20 µM; stimulated with dexamethasone, 1 µM; hits give low values; z-score, hits read low; 220,000 compounds, 0.47% hits; AID 1381;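 active = plate z-score of nuclear minus cytoplasmic receptor signal below a set negative limit, without overly bright fluorescence or cell loss, cut at about -3.5 in these data, passing the limit was not always enough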;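 note: z-score of nuclear minus cytoplasmic ring GR-EGFP intensity difference per well; some compounds called inactive have numbers as strong as hits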
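Medium: Induction medium lacking tetracycline, stripped serum | Probe or stimulus: 1.0 µM final dexamethasone stimulus | Schedule: 48 h induction, then 1 h compound, then 30 min agonist, 37 °C | Signal: Automated 10x imaging of fixed Hoechst-stained cells | Evaluation: Per-cell GR-EGFP intensity, nucleus versus surrounding cytoplasmic ring, well-averaged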
Hep lipid drop: hepatic lipid droplet formation modulation; AML12 mouse hepatocytes, oleate lipid droplets, BODIPY imaging; inhibition, % at 6.5 µM; 240,000 compounds, 0.4% hits; AID 1656;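 active = lipid droplet intensity inhibited by at least 50%, with more than 500 cells counted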
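Assay system: AML12 hepatocytes (mouse); Probe or stimulus: oleic acid at 100 µM to induce lipid droplet formation; Dosing: compound at 6.5 µM only; Schedule: compound with oleate, overnight; Detection: fluorescence imaging, 20x objective, two fields per well; Measure: % inhibition of lipid droplet signal.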
TNAP activation fold: stimulation of alkaline phosphatase TNAP activity – biochemical, luminescent, no phosphate acceptor, uHTS, primary screen (AID 1001); purified TNAP, luminescent activation assay, no phosphate acceptor; higher activation fold means a stronger effect; activation fold at 20 µM; hits with a dose series show EC50 in µM; 200,000 compounds, 0.03% hits; in the data active = activation fold from about 3, or a potency from the dose series; inactive = the rest, 99 in 100 with activation fold below about 1.6; note: many of its hits are not listed in these tables
T cell modulator: T cell immune modulators affecting CD8 T cell-vesicle binding. 2C CD8+ T cell-vesicle binding, flow cytometry; hits give low values. calls only at 7 µM. 330,000 compounds, 0.068% hits;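 active = response, share of CD8 T cells binding vesicles, and their 90th percentile fluorescence all below set limits, cut at about 80% in these data, passing the limit was not always enough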
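Also added: QL9-peptide-loaded Drosophila micro-vesicles bearing Ld, ICAM-1 and B7-1; Test system: purified 2C TCR transgenic mouse naive CD8+ T cells; Measured by: cytometric PE anti-B7-1 and Alexa647 anti-CD8 signals after 1% paraformaldehyde fixation; Timing: binding step 1.5 h, 37 °C, antibody labelling 20 min, ice.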
MT stabilize HCS: stabilizes microtubules in HeLa cells; HeLa tubulin immunostaining HCS, 24 h; share of cells brighter than vehicle mean+2SD; % tubulin-high responders, % at 10 µM; 200,000 compounds, 0.83% hits;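 active = plate Z-score above 3 for both tubulin-high and condensed-nucleus cell shares, with cell loss under 80%, at 10 µM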;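 note: anti alpha tubulin signal scored within the nucleus-defined area of each cell; some results filed as inactive read as strong as hits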
Myeloid diff MLP: compounds promoting myeloid differentiation; ER-HoxA9 myeloid progenitors, lysozyme-GFP differentiation, flow cytometry; calls only at 10 µM; 360,000 compounds, 1% hits;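 active = normalized GFP-positive differentiation at or above the plate's own cutoff, the solvent-only control mean plus 3 SD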;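 note: cells exposed to compound for four days before flow analysis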
Dynein transport cytoplasmic EGFP: also measured in Dynein transport; calls as there; z-score; measured here: cytoplasmic GR-EGFP intensity; hits give high values
Dynein transport nuclear GR-EGFP: second read-out of Dynein transport, no call of its own (marks repeat the call); z-score; measured here: nuclear GR-EGFP intensity;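 lower value marks the stronger effect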
Dynein transport cell count: further read-out of Dynein transport, marked with its call; z-score; measured here: cell count per field
Ins promoter up cell count: recorded beside Ins promoter up, whose call it bears; cell count; measured here: cytotoxicity, nuclei count;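 total cells summed across four imaged fields per well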
Hep lipid drop cells 6.5 µM: recorded beside Hep lipid drop, whose call it bears; cell count; measured here: cell count, cytotoxicity flag;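 cells counted across two imaged fields per well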
b-catenin transl cell count 5 µM: recorded beside b-catenin transl, whose call it bears; cell count; measured here: cell count, cytotoxicity flag
T cell modulator vesicle-bound %: recorded beside T cell modulator, whose call it bears; double positive events, %; measured here: CD8+ vesicle-bound cell fraction;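 binding gate set so that unloaded-vesicle control wells show 10% double positive cells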
MT stabilize HCS Hoechst-high %: also measured in MT stabilize HCS; calls as there; % Hoechst-high responders; measured here: nuclear condensation Hoechst responders;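 share of cells brighter than vehicle mean plus two SD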
MT stabilize HCS cytotoxicity %: also measured in MT stabilize HCS; calls as there; toxicity, %; measured here: cytotoxicity by cell density;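 0% = mean cell density of plate MIN control wells and 100% = no cells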
Myeloid diff MLP GFP+ MAC1+ %: recorded beside Myeloid diff MLP, whose call it bears; GFP+ MAC1+ double positive, %; measured here: differentiation confirmed by MAC1 staining
An asterisk follows results filed as active; i = inactive; . = no result given.

Each structure is followed by: PMI inhibitors, Dynein transport cell count, Myeloid diff MLP, T cell modulator, Hep lipid drop cells 6.5 µM, MT stabilize HCS Hoechst-high %, Dynein transport cytoplasmic EGFP, Dynein transport nuclear GR-EGFP, b-catenin transl cell count 5 µM, T cell modulator vesicle-bound %, Dynein transport, TNAP activation fold, Hep lipid drop, Ins promoter up cell count, b-catenin transl, Ins promoter up, MT stabilize HCS, Myeloid diff MLP GFP+ MAC1+ %, MT stabilize HCS cytotoxicity %
O=C(O)CCCNS(=O)(=O)c1ccc2c(c1)OCCCO2
  6.8%, -0.401, i, i, 652, 1.9, -0.19, 0.133, 1114, 15.5, 0.459, 1.1, 4.0, 1443, -1.0, -0.45, 4.3, 0.4, 5.5
CCOC(=O)c1cnc(-n2nc(C)cc2C)nc1Oc1ccc(C#N)cc1
  ., 0.383, i, i, 634, ., -0.433, -0.581, 1302, 11.4, -1.44, ., 33.8, 1124, -0.4, -0.6, ., 0.1, .
CCOC(=O)c1c(NC(=O)CSc2nnc(-c3c[nH]c4ccccc34)n2CCOC)sc2c1CCCCC2
  11.6%, 0.601, i, i, 720, 3.8, -0.255, 0.579, 529, 47.6, -0.427, 1.1, -4.0, 1294, -4.6, -0.76, 7.5, 3.0, 2.9
COc1cccc(N2C(=O)CC(Nc3ccc(N4CCOCC4)cc3)C2=O)c1 (stereo not drawn)
  4.2%, 0.609, i, i, ., 1.6, -0.187, -0.128, 1009, 57.1, -0.499, 1.1, ., 1472, -5.3, -0.25, 1.8, 3.2, 6.2
c1ccc(Nc2nc3ccccc3[nH]2)nc1
  -1.8%, 0.719, i, i, ., 1.6, -0.188, -0.135, 876, 31.1, -0.45, 1.1, ., 1125, -3.4, 0.65, 2.4, 0.6, 3.5
Cc1cccc(C(=O)N[C@H](C(=O)Nc2nc(C)cs2)C(C)C)c1
  7.9%, 0.566, i, i, 703, 4.1, -0.328, -0.623, ., 20.3, -0.558, 1, 7.5, 1317, ., 0.09, 2.4, 0.2, 9.8
Cc1ccc(CC(=O)N2CCN(c3ccccc3F)CC2)cc1
  2.6%, 0.838, i, i, 704, 2.3, -0.237, -0.656, 1512, 49.7, -0.516, 1, -9.4, 1387, -0.8, -0.06, 2.2, 0.4, 6.9
CC(C)C(=O)Nc1ccc2c(c1)nc1n2CCSC1
  9.2%, 0.436, i, i, 725, 1.6, -0.247, 0.0252, 1064, 21.0, 0.116, 1.1, 13.8, 1208, -0.4, 0.55, 1.7, 0.8, 21.0
CC1Cn2c(nc(=O)c3c2NCN(CCc2ccccc2)C3)S1 (stereo not drawn)
  13.9%, 0.649, i, i, 726, 3.8, -0.287, -0.437, ., 27.9, -0.576, 1, -8.4, 1191, ., 0.06, 1.5, 0.2, 8.1
Cc1ccccc1N=CC1=C(O)c2ccccc2C1=O
  8.7%, 0.175, i, i, 668, 1.3, -0.242, 0.245, 1392, 33.4, -0.292, 1, 2.0, 1350, 1.0, 0.24, 3.3, 0.3, 0.8
COc1ccc(C(=O)COC(=O)c2nn(C)c(=O)c3ccccc23)c(OC)c1
  -0.4%, 1.05, i, i, 717, 2.3, -0.137, -0.676, 1039, 13.7, -0.835, 1, -5.6, 1147, 1.5, -0.27, 2.8, 0.6, 3.3
Cc1ccc(S(=O)(=O)N2CCOCC2)cc1C(=O)N1CCOCC1
  -2.1%, -0.24, i, i, 764, 0.8, 0.11, 0.224, ., 16.5, -0.167, 1.2, 2.2, 776, ., -0.34, 1.8, 0.9, 11.2
CC(/C=N/n1c(-c2cccnc2)n[nH]c1=S)=C\c1ccco1
  ., -0.0236, i, i, 706, ., -0.187, 0.195, 1332, 21.2, 0.205, ., 0.5, 1043, 0.2, -0.76, ., 0.7, .
C/C(=N\OC(=O)NC(C)C)c1sc(-c2ccccc2)nc1C
  -2.7%, 0.712, i, i, ., 2.2, -0.124, -0.543, 1367, 3.1, -1.02, 1.1, ., 1535, -2.7, -0.48, 1.7, 0.8, 8.2
COc1cccc(-c2cc(C(=O)NCc3ccc(Cl)cc3)no2)c1
  19.9%, 0.234, i, i, 678, 4.3, -0.239, 0.693, 1132, 10.5, 1.61, 1.2, -2.0, 1790, -1.0, -0.15, 3.3, 13.2, 0.8
N/C(CC(=O)NCCOc1ccccc1)=N\O
  0.3%, 0.987, i, i, 767, 1.1, -0.154, -0.807, ., 57.9, -0.327, 1, -2.2, 1196, ., 0.86, 3.3, 1.1, 7.1
O=C(NNc1ccc(O)cc1)c1ccc(Br)cc1
  -45.7%, 0.278, i, i, 668, 2.2, -0.304, -0.122, 1062, 58.0, -0.0995, 0.6, 21.9, 904, 2.5, -1.22, 4.9, 0.1, 8.3
CCOc1cc(/C=N/Nc2nc(N3CCCCC3)nc(N3CCCCC3)n2)ccc1OC(=O)c1ccco1
  14.6%, 0.497, i, i, 687, 1.7, -0.31, -0.115, ., 60.0, -0.164, 1, -12.2, 1051, ., 0.02, 1.4, 0.4, 7.7
Cc1csc(-c2cnn(-c3ccccc3)c2NC(=O)c2ccc(C(F)(F)F)cc2)n1
  16.8%, 0.549, i, i, 766, 1.3, -0.0399, -0.0763, ., 59.2, -0.296, 1.2, -17.8, 736, ., 0.38, 1.1, 1.6, 4.5
Cc1ccc(Nc2nc3ccccc3nc2-n2nc(C)cc2C)cc1
  14.4%, -1.3, i, i, 606, 1.8, -0.0157, 0.842, 1025, 42.8, 1.57, 1.1, -2.9, 1638, 0.0, -0.35, 9.2, 2.1, 1.3
COc1ccc(NS(=O)(=O)c2cc(NC(=O)c3cc(F)c(F)c(F)c3F)ccc2N2CCCC2)cc1
  ., -0.232, i, i, 615, ., -0.721, 0.165, 1340, 34.4, -0.057, ., 18.5, 974, 0.1, -0.25, ., 0.2, .
CC(=O)Nc1nc(C)c(C(C)C)s1
  ., 0.605, i, i, 709, ., -0.271, 0.0224, 1106, 53.9, 0.306, ., 3.3, 1392, 4.0, 0.03, ., 1.1, .
CCN(CC)C(=O)c1[nH]cnc1C(=O)Nc1ccc(OC)cc1
  ., 0.341, i, i, 650, ., -0.769, -0.491, 1370, 26.2, -0.648, ., 2.9, 1076, -0.2, -0.02, ., 1.2, .
COC(=O)c1c(-c2ccc(F)cc2)noc1N
  5.9%, -0.458, i, i, 721, 2.6, -0.186, 0.701, 992, 8.4, 0.522, 1.1, 2.2, 1851, -0.5, 0.22, 4.7, 9.1, 8.2
Cc1noc(NS(=O)(=O)c2ccc(N3C(=O)c4ccccc4C3=O)cc2)c1C
  14.4%, -0.243, i, i, 565, 1.7, -0.109, -0.178, 979, 43.4, -0.181, 1.1, -19.4, ., 1.4, ., 1.8, 0.4, 4.6
CN(C)C(=O)c1nnc(Cc2ccc(Cl)cc2)o1
  -4.0%, 0.0581, i, i, 734, 1.2, -0.191, 0.408, 527, 46.0, -0.443, 1.1, 11.2, 1275, 0.0, 0.6, 2.7, 2.8, 9.3
O=C(CNC(=O)c1ccc(-c2ccccc2)cc1)Nc1ccc(S(=O)(=O)Nc2ncccn2)cc1
  ., 0.497, i, i, 738, ., -0.138, 0.0139, 1154, 37.4, -0.0742, ., 12.7, 1475, -1.9, 0.06, ., 0.4, .
CCn1nnnc1SCC(=O)Nc1nc(C)c(C)s1
  -4.6%, -0.477, i, i, 683, 1.2, -0.182, -0.0721, 1226, 34.0, -0.39, 1.1, -1.1, 1239, -2.5, -0.11, 1.5, 0.7, 3.5
Cn1c(-c2ccc3nc(N)sc3c2)nc2cc(N)ccc21
  -0.4%, -0.54, i, i, 746, 0.4, -0.0864, 0.815, ., 27.5, 0.881, 1.1, -9.8, 944, ., -1.23, 0.7, 0.2, 3.5
COCCNC(=O)c1ccc2c(=O)n(Cc3ccco3)c(SCC(=O)NC3CCCC3)nc2c1
  -0.1%, 0.657, i, i, 827, 1.5, 0.225, -0.723, ., 16.8, -1.44, 1, 2.9, 818, ., 0.76, 1.6, 2.6, 8.1
CCOC(=O)Cn1c(=O)n(Cc2ccco2)c(=O)c2ccc(C(=O)NCCc3ccccc3)cc21
  17.6%, 0.468, i, i, ., 1.5, -0.379, 0.622, 879, 61.8, 0.495, 1, ., 1057, -2.4, 0.45, 2.5, 1.3, 6.8
Cc1[nH]c2ccccc2c1C(=O)CSCC(=O)O
  -26.7%, 0.554, i, i, ., 2.2, -0.215, -0.077, 1153, 32.4, -0.505, 1.1, ., 951, 3.4, -1.59, 2.6, 1.0, 11.7
CCCCn1nnnc1SCC(=O)NNC(=O)c1ccco1
  2.7%, 0.71, i, i, 708, 0.9, -0.33, -0.281, 1037, 27.5, -0.865, 1.2, 0.4, 1440, -2.2, 1.1, 0.9, 0.1, 5.8
O=C(N/N=C/c1cccc(F)c1)c1ccc(Cl)cc1
  -8.2%, 1.17, i, i, 709, 0.9, -0.336, -0.769, 1123, 40.3, -0.534, 1.1, 8.1, 1381, 3.0, 0.77, 1.2, 0.3, 7.3
C/C(=N\NC(=O)c1ccco1)c1ccc(NC(=O)c2cccs2)cc1
  -0.2%, 1.16, i, i, 656, 3.5, -0.251, -0.826, ., 43.7, -1.04, 1, -4.4, 1275, ., 0.65, 1.8, 1.0, 6.0
